Screens as filed in PubChem.
Ins promoter up: MIN6 insulin promoter up-regulation. z-score at 5 µM. MIN6 insulin promoter-GFP reporter, high-content imaging; hits give high values. actives 0.3% (n = 190,000). AID 1625;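 active = z-score above 3 at 5 µM with at least 500 cells counted in the well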
Autophagy mod: modulators of autophagy; MEF GFP-LC3 puncta imaging; test concentration mostly 10 µM; calls only at 10 µM (by protocol); actives 0.98% (n = 190,000);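 active = percentage of spot-positive cells more than 3 SD above its plate mean, without a fluorescence outlier flag or 80% toxicity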;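 note: spot-positive cell cutoff set from DMSO-treated cells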
MT stabilizer: microtubule stabilizers in HeLa cells. HeLa tubulin immunostaining HCS, 24 h; share of cells brighter than vehicle mean+2SD. % tubulin-high responders, % at 10 µM. actives 0.83% (n = 200,000);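 active = plate Z-score above 3 for both tubulin-high and condensed-nucleus cell shares, with cell loss under 80%, at 10 µM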;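 note: anti alpha tubulin signal scored within the nucleus-defined area of each cell; some results filed as inactive read as strong as hits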
ER stress rescue: rescue of cells from ER stress-induced death, primary screen, 384-well, CSM14.1, thapsigargin, ATP luminescence (AID 1222) | CSM14.1 thapsigargin-induced death rescue, ATP luminescence; higher % means a stronger effect | cellular ATP content (survival), % at 20 µM; hits with a dose series show EC50 in µM | 190,000 tested, under 10 active;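 active = EC50 below 50 µM in the dose-response confirmation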;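 note: death triggered by thapsigargin at about 15 µM added after 2 h compound pretreatment; cell ATP read after overnight thapsigargin exposure of roughly 18 to 22 hours; normalized against plate controls of thapsigargin alone and 5% DMSO vehicle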
Dynein transport: dynein cargo transport inhibition; 3617.4 mouse cells, GR-EGFP nuclear translocation imaging; test concentration mostly 20 µM; stimulated with dexamethasone, 1 µM; hits give low values; actives 0.47% (n = 220,000); z-score, hits read low; AID 1381;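 active = plate z-score of nuclear minus cytoplasmic receptor signal below a set negative limit, without overly bright fluorescence or cell loss, cut at about -3.5 in these data, passing the limit was not always enough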;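 note: z-score of nuclear minus cytoplasmic ring GR-EGFP intensity difference per well; some compounds called inactive have numbers as strong as hits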
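Buffer or medium: tet-free medium with charcoal-stripped serum / Also added: dexamethasone agonist, 1.0 µM final, for 30 min / Timing: induction 48 h, compound 1 h, agonist 30 min / Measured by: high-content fluorescence imaging after fixation / Read-out: nuclear-to-cytoplasmic GR-EGFP distribution per well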
P. falciparum M1AAP: malaria alanyl aminopeptidase activity blockers – biochemical, fluorogenic H-Leu-NHMec substrate, 1536-well (AID 1445); recombinant M1AAP, H-Leu-NHMec fluorogenic kinetic assay; higher % means a stronger effect; one-dose inhibition, % at 30 µM; IC50 in µM for titrated hits; actives 0.42% (n = 220,000);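 active = primary inhibition above the hit cutoff, then over 50% inhibition at one or more dose response concentrations, cut at about 23% in these data, passing the limit was not always enough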;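 note: plate controls were DMSO full reaction for no effect and no enzyme background for full effect; strong numbers were not always called active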
K1F lysis inhibition: inhibition of K1F phage lysis, E. coli UTI89, bacterial capsule biogenesis inhibitors, alamar blue (AID 488966). E. coli UTI89 K1F phage lysis, alamar blue, 2 h; higher % means a stronger effect. inhibition, % at 100 µM; hits with a dose series show IC50 in µM. actives 0.02% (n = 340,000);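 active = phage lysis inhibition, versus mean bacterial control, above a set limit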;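 note: capsule biogenesis inhibitors block K1F phage lysis so surviving cells raise fluorescence; higher fluorescence means more inhibition of phage lysis; actives were called in the ten point dose series up to 300 µM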
bCat nuc transl: modulators of beta-catenin nuclear translocation. actives 0.3% (n = 190,000). HeLa beta-catenin nuclear translocation, immunofluorescence imaging. nuclear translocation activity, % at 5 µM. AID 1665;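 active = nuclear translocation activity above 50% at 5 µM, with a well cell count of 50 or more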;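 note: per-cell ratio of nuclear to cytoplasmic median beta-catenin stain intensity; plate controls were DMSO negative control for no effect and GSK-3 inhibitor IX positive control for full effect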
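assay system = human HeLa cells, endogenous beta-catenin | times = compound treatment 24 h, 37°C, 5% CO2 | detection = Anti-beta-catenin immunofluorescence on PFA-fixed, Triton-permeabilized cells, DAPI nuclei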
P. falciparum M17LAP: P. falciparum M17LAP inhibitors, primary screen, biochemical, fluorogenic H-Leu-NHMec substrate, 1536-well (AID 1619) | recombinant M17LAP, H-Leu-NHMec fluorogenic kinetic assay; higher % means a stronger effect | inhibition, % at 30 µM, or IC50 in µM where a hit was titrated | actives 0.38% (n = 220,000);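 active = compound inhibiting the enzyme by more than half at any dose during confirmatory dose-response retesting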;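 note: plate controls were full reaction with DMSO carrier for no effect and no enzyme background for full effect; strong numbers were not always called active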
Dynein transport cytoplasmic EGFP: second read-out of Dynein transport, no call of its own (marks repeat the call); z-score; measured here: cytoplasmic GR-EGFP intensity; hits give high values
Dynein transport nuclear GR-EGFP: second read-out of Dynein transport, no call of its own (marks repeat the call); z-score; measured here: nuclear GR-EGFP intensity;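 lower value marks the stronger effect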
Dynein transport cell count: also measured in Dynein transport; calls as there; z-score; measured here: cell count per field
Ins promoter up cell count: recorded beside Ins promoter up, whose call it bears; cell count; measured here: cytotoxicity, nuclei count;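 total cells summed across four imaged fields per well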
bCat nuc transl cell count 5 µM: recorded beside bCat nuc transl, whose call it bears; cell count; measured here: cell count, cytotoxicity flag
MT stabilizer Hoechst-high %: also measured in MT stabilizer; calls as there; % Hoechst-high responders; measured here: nuclear condensation Hoechst responders;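 share of cells brighter than vehicle mean plus two SD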
MT stabilizer cytotoxicity %: further read-out of MT stabilizer, marked with its call; toxicity, %; measured here: cytotoxicity by cell density;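 0% = mean cell density of plate MIN control wells and 100% = no cells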
Autophagy mod cell loss 18 h: second read-out of Autophagy mod, no call of its own (marks repeat the call); toxicity, %; measured here: cell loss, nuclei count;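 cell loss after 18 h compound exposure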
Active calls of the source: *; i = inactive; . = not tested or not shown; [ ] = dose if it differs, or a comment.

No.	Structure	Ins promoter up	Ins promoter up cell count	Autophagy mod	Autophagy mod cell loss 18 h	MT stabilizer	MT stabilizer Hoechst-high %	MT stabilizer cytotoxicity %	ER stress rescue	Dynein transport	Dynein transport cytoplasmic EGFP	Dynein transport nuclear GR-EGFP	Dynein transport cell count	P. falciparum M1AAP	K1F lysis inhibition	bCat nuc transl	bCat nuc transl cell count 5 µM	P. falciparum M17LAP
1	COc1cc(C2CC(=O)N3CN(Cc4ccco4)CSC3=C2C#N)ccc1OCc1ccccc1 (stereo unspecified)	0.73	943	i	15	2.9	3.4	3.5	-2.0%	-0.66	-0.12	-0.32	0.35	18%	-2.7%	.	.	3%
2	COCc1ccc(CN2CCC(CO)(CC3CCCCO3)CC2)o1 (stereo unspecified)	0.26	1504	i	-12	1.5	0.8	3.0	1.5%	0.96	-0.32	0.75	0.46	-3%	0.2%	0.6	1022	25%
3	COc1ccccc1Nc1ccc(C(=O)NCc2cccs2)cn1	-0.38	1679	i	7	2.5	2.0	4.7	-1.5%	-0.58	-0.29	-0.15	0.038	1%	0.2%	0.7	980	22%
4	CCc1ccc(C(C(=O)NC(C)(C)CC)N(Cc2ccco2)C(=O)Cn2nnc3ccccc32)cc1 (stereo unspecified)	0.12	1304	i	2	2.2	1.2	8.6	-0.4%	-0.98	-0.25	-0.51	0.38	2%	-1.8%	-6.2	582	-10%
5	COc1cccc(C(C(=O)NC2CCCC2)N(C(=O)c2ccco2)C2CC2)c1OC (stereo unspecified)	0.88	1208	i	-20	6.2	3.8	11	1.9%	-0.31	-0.27	0.14	-0.81	11%	1.2%	-5.0	1000	11%
6	O=C(c1ccco1)N1CCN(c2nnc(-c3ccccc3)c3ccccc23)CC1	-0.34	969	i	-10	1.2	1.0	9.0	3.6%	0.25	-0.15	0.21	0.67	21%	-0.3%	.	.	14%
7	O=C(CSc1ncccn1)Nc1ncc(C(F)(F)F)cc1Cl	-0.27	1658	i	30	2.1	0.9	2.5	2.2%	2.5	-0.18	2	-0.84	-12%	-0.6%	-1.4	965	-5%
8	Cc1cccc2cc(CN(CCCN(C)C)C(=S)NCCc3ccccc3)c(=O)[nH]c12	-0.38	1523	i	-6	3.2	1.3	2.4	-2.4%	-0.094	-0.34	0.18	0.67	-2%	0.3%	-0.7	1002	-15%
9	CCN(CC)c1nc2ccccc2[nH]c1=O	0.32	1404	.	.	.	.	.	.	-0.11	-0.24	-0.15	0.075	7%	-0.1%	0.0	1170	3%
10	Cc1cc(C)n(-c2nc(NCC(C)O)c3c4c(sc3n2)COC(C)(C)C4)n1 (stereo unspecified)	-0.18	1482	i	-4	1.6	2.9	8.7	1.6%	0.31	-0.36	0.27	0.33	0%	-0.5%	0.0	1424	9%
11	CC(C)(C)C(=O)NC(=S)NNC(=O)c1ccc(Cl)cc1Cl	-0.24	1514	i	17	2.7	2.0	1.2	-1.7%	-0.84	-0.13	-0.28	-0.084	-15%	0.5%	-1.5	1060	-1%
12	C=CCOC(=O)C1=C(C)NC(SCC(=O)OCC)=C(C#N)C1c1ccc(C)cc1 (stereo unspecified)	-0.21	1633	i	1	2.4	1.6	8.9	0.0%	0.38	-0.16	-0.41	-0.45	-2%	1.2%	0.1	1348	8%
13	COc1ccc(C(=O)c2nc3c(n2O)CCCC3)cc1OC	-0.78	727	i	0	1.7	1.8	12	-1.0%	-0.84	0.32	-0.54	0.53	3%	0.2%	.	.	12%
14	O=C(CCC1CCCN(c2ncccn2)C1)NCc1ccc(F)c(F)c1 (stereo unspecified)	0.01	1698	i	-13	2.8	1.1	2.5	-1.5%	0.12	-0.19	0.34	-0.095	.	1.6%	-0.3	1049	.
15	CCc1cccc(C)c1NC(=O)C(c1ccccc1)N1CCC1=O (stereo unspecified)	-0.27	1455	i	6	2.4	1.7	7.3	-0.2%	-0.38	-0.24	0.41	1.1	4%	0.0%	3.2	1401	-6%
16	COc1ccc(Cl)cc1C(=O)C1CCCN(Cc2cnc(N3CCOCC3)s2)C1 (stereo unspecified)	-0.31	1529	i	2	1.5	1.4	6.9	1.0%	-0.87	-0.27	-0.61	0.87	1%	-0.1%	0.5	1031	-3%
17	Cc1ccccc1OCC(=O)Nc1cccc2nsnc12	.	.	i	-2	3.5	2.3	5.4	-2.4%	0.33	-0.2	0.012	0.46	-1%	0.0%	1.0	1187	-12%
18	COCCCNC(=O)Cn1c(=O)n(CCCCCC(=O)Nc2ccccc2)c(=O)c2sccc21	0.07	1382	i	-16	1.8	3.1	8.7	-2.9%	-0.79	-0.14	-0.16	0.66	8%	2.3%[50 µM]	-1.6	1064	13%
19	COc1ccc(CN2C(=O)CN(C3CCCCCC3)C(=O)C2c2ccc(OC)c(OC)c2)cc1 (stereo unspecified)	-0.62	1420	i	-2	2.0	1.3	9.7	0.6%	-0.69	-0.22	-0.36	1.2	7%	-1.7%	-0.7	1373	1%
20	C/C(=N\N=c1/scc(C)n1Cc1ccco1)c1cccc([N+](=O)[O-])c1	0.06	1459	i	14	5.0	1.6	5.4	2.0%	0.24	-0.15	0.017	-0.48	4%	3.5%	-1.3	1095	-3%
21	CC1(C)CC(=O)C=C(Nc2ccccc2)C1	-0.02	1188	.	.	.	.	.	.	-1.2	-0.21	-0.57	1.2	3%	6.0%	-0.6	1312	8%
22	COc1ccc2cc3c(N)nn(C(=O)c4ccccc4Cl)c3nc2c1	-1.6	978	.	.	.	.	.	.	-0.33	0.16	0.45	0.91	.	-0.2%	-0.6	1283	.
23	Cc1oc(-c2cccs2)[n+]([O-])c1C	1	1419	i	5	2.6	1.6	5.8	-1.3%	1.5	-0.2	0.41	-0.6	-2%	3.3%	-2.1	1412	2%
24	COc1ccc(-c2[nH]ncc2CN(C)C(C)c2ccon2)c(OC)c1 (stereo unspecified)	-0.92	1512	i	-34	2.7	2.0	4.9	1.3%	0.023	-0.28	0.23	0.1	1%	0.9%	-1.1	996	4%
25	O=C(NNC(=S)Nc1ccccc1)c1cc(-c2cccnc2)nc2ccccc12	0	1168	i	-2	1.4	0.6	4.0	1.3%	1.3	-0.27	0.79	-1.1	-11%	6.2%	-0.7	976	14%
26	CC1(C)CC(=O)c2sc(NS(C)(=O)=O)nc2C1	-1.3	1296	i	-9	3.9	1.3	2.7	4.4%	0.14	-0.22	0.096	1.2	2%	-1.5%	-5.1	1258	22%
27	CCOc1cccc(NC(=O)C2CC(=O)N(C)C(=Nc3ccccc3)S2)c1 (stereo unspecified)	2.1	1675	i	-6	3.4	3.1	7.7	-0.8%	-0.63	-0.29	0.085	-0.36	2%	-3.2%	0.5	1302	-2%
28	CC1(C)C(=O)Nc2ccccc2N1C(=O)COC(=O)c1ccc(Cl)c(S(=O)(=O)NCc2ccccc2)c1	0.01	856	i	-1	0.8	1.3	9.1	0.0%	-0.42	-0.18	0.083	0.026	3%	-1.8%	-1.5	1207	0%
29	COC(=O)/C=C1\S/C(=N/NC(=O)c2ccccc2)NC1=O	.	.	i	-4	2.8	1.5	5.9	-2.0%	0.95	-0.033	1.5	-0.8	11%	-0.7%	-0.3	1139	29%
30	CCCCCC(=O)N/N=C/c1ccc([N+](=O)[O-])o1	.	.	i	5	1.8	0.9	8.9	-1.8%	3.1e-05	-0.15	-0.22	0.22	13%	-8.1%	-2.7	1250	3%

The last 2 entries of the part before come first, to join the parts:
No.	Structure	Ins promoter up	Ins promoter up cell count	Autophagy mod	Autophagy mod cell loss 18 h	MT stabilizer	MT stabilizer Hoechst-high %	MT stabilizer cytotoxicity %	ER stress rescue	Dynein transport	Dynein transport cytoplasmic EGFP	Dynein transport nuclear GR-EGFP	Dynein transport cell count	P. falciparum M1AAP	K1F lysis inhibition	bCat nuc transl	bCat nuc transl cell count 5 µM	P. falciparum M17LAP
29	COC(=O)/C=C1\S/C(=N/NC(=O)c2ccccc2)NC1=O	.	.	i	-4	2.8	1.5	5.9	-2.0%	0.95	-0.033	1.5	-0.8	11%	-0.7%	-0.3	1139	29%
30	CCCCCC(=O)N/N=C/c1ccc([N+](=O)[O-])o1	.	.	i	5	1.8	0.9	8.9	-1.8%	3.1e-05	-0.15	-0.22	0.22	13%	-8.1%	-2.7	1250	3%
31	CS(=O)(=O)Nc1ccc(C(=O)Nc2ccccc2Sc2ccccc2)cc1	0.28	1344	i	5	1.8	1.2	4.4	-0.1%	-0.22	-0.18	0.28	-0.49	3%	-0.2%[50 µM]	1.5	1061	6%
32	COc1ccccc1Nc1nnc(SCC(=O)N2CCCC2)s1	-0.79	1314	i	11	1.3	1.8	9.2	-0.2%	0.53	-0.19	0.44	-0.92	5%	-1.3%	-5.6	916	29%
33	COc1cc(/C=N/n2c(C)n[nH]c2=S)ccc1OCc1ccc(F)cc1	0.2	944	i	6	4.4	2.4	7.9	0.7%	0.59	-0.22	0.42	-0.95	6%	-1.4%	9.6	341	-3%
34	COc1ccc(N2CCN(C(=O)c3cccc(Br)c3)CC2)c([N+](=O)[O-])c1	0.07	1618	i	-6	1.9	2.2	8.0	3.0%	-0.13	-0.25	0.61	-0.8	7%	-0.2%	-4.6	1081	1%
35	COc1ccc(CC(=O)NNS(=O)(=O)c2ccccc2)cc1OC	0.35	1444	i	9	1.5	1.9	7.4	-1.2%	-0.1	-0.35	-0.19	0.85	0%	0.4%	-0.8	1027	-7%
36	COc1ccccc1C(=O)CSc1n[nH]c(N)n1	0.89	1319	i	7	2.5	2.0	8.4	-1.7%	-0.37	-0.12	0.046	0.11	1%	3.2%	-2.9	1466	14%
